Screening results as filed in PubChem.
TRHR PAM – qHTS for Small Molecule Agonists and Allosteric Enhancers of Human TRH Receptor: Primary Screen for Enhancers; Thyrotropin-releasing hormone receptor (Homo sapiens), P34981; TRHR cells, fluo-8 calcium fluorescence, EC20 TRH enhancement; enhancement, % at 2 µM; 0.66% of 360,000 active; AID 493056, 2011; in the data active means enhancement above about 30%; further: 0% is about no effect
Target sequence (P34981 whole entry, looked up): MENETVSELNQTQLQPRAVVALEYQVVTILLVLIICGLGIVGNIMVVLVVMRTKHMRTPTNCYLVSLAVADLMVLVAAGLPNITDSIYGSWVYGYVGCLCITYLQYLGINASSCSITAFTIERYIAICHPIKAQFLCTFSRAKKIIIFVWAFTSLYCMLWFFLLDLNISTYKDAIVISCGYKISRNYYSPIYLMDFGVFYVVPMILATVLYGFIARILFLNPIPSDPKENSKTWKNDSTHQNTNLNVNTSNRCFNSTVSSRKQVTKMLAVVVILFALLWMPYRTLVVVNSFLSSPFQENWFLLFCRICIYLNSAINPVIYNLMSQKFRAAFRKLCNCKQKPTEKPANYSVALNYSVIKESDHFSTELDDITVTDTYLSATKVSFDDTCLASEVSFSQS
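TRHR-expressing cells loaded with fluo-8 calcium dye were read kinetically (ex 480/em 530) during compound addition, then stimulated with an EC20 of TRH (10 nM final). Enhancement of the Gq-mediated intracellular calcium response was scored.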
TRHR ag – qHTS for Small Molecule Agonists and Allosteric Enhancers of Human TRH Receptor: Primary Screen for Agonists. activation, % at 2 µM. Thyrotropin-releasing hormone receptor (Homo sapiens), P34981. TRHR cells, calcium flux fluo-8, FDSS agonist mode. 0.18% of 360,000 active; further: 0% is about no effect
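In this calcium-flux screen, cells bearing human TRHR are dye-loaded with fluo-8, baselined for 10 cycles, then exposed to library compounds; positive kinetic calcium responses during the agonist phase mark hits, with TRH as control.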
D2 agonist – HTS Assay for Allosteric Agonists of the Human D2 Dopamine Receptor: Primary Screen for Agonists | HEK293 T-REx D2 cells, calcium flux agonist mode | 0.53% of 340,000 active | activation, % at 2 µM | D(2) dopamine receptor (Homo sapiens), P14416;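 active means activation over 3 SD above normal in the single-dose calcium agonist read, cut at about 30% in these data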; further: 0% is about no effect
Target sequence (P14416 whole entry, looked up): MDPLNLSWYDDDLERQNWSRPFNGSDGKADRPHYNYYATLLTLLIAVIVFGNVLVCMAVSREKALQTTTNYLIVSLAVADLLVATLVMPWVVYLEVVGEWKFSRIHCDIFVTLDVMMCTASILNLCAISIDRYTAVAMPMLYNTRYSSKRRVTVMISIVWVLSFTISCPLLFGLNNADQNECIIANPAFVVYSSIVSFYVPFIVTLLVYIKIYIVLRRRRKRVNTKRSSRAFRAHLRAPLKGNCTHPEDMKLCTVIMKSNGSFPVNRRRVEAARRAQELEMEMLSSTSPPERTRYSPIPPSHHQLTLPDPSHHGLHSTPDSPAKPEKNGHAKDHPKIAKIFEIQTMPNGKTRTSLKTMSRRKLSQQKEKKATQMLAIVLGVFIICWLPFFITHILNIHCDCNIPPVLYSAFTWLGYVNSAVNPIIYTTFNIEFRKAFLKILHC
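Agonism scored from kinetic calcium signal (1 read/sec, 180 s) following compound pin transfer, after a 10 s baseline. Cells: HEK293 Trex line expressing inducible D2 receptor coupled to calcium, dye-loaded after overnight culture at 30 C.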
D2 antag – HTS Assay for Allosteric Antagonists of the Human D2 Dopamine Receptor: Primary Screen for Antagonists. HEK293 TREx D2 cells, calcium flux, dopamine EC80. inhibition, % at 10 µM. 2% of 340,000 active; in the data active means inhibition above about 30%; further: 0% is about no effect
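Antagonism is scored as inhibition of an EC80 dopamine-evoked calcium signal in a force-coupled, tetracycline-inducible HEK293 T-REx D2 line, with compound present 180 s before agonist.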
RXFP1 antagonist – qHTS Assay for Antagonists of the Relaxin Receptor RXFP1. Relaxin receptor 1 (Homo sapiens), Q9HBX9. AID 1259400, 2018. activity change, negative = inhibition, % at 57.5 µM. HEK293-RXFP1, relaxin-stimulated cAMP HTRF, 30 min; hits give low values. 0.59% of 350,000 active;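 active means activity change of -60% or lower, but not beyond a set lower limit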; further: on the % scale 0 is the no-effect control and ±100 the full control effect
D1 ag – Allosteric Agonists of the Human D1 Dopamine Receptor: qHTS; D(1A) dopamine receptor (Homo sapiens), P21728; HEK293 T-REx D1 cells, calcium flux, agonist mode; activation, % at 2 µM; 1% of 360,000 active; AID 504660, 2011; further: 0% is about no effect
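Tetracycline-induced HEK293 TREx D1 cells, force-coupled to calcium signalling, were dye-loaded with a no-wash calcium kit. Compound was pin-added after a 10 s baseline. Fluorescence was read kinetically at 1 cycle/s for 180 s, with calcium rises flagged as agonism.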
D1 antagonist – Antagonist of Human D 1 Dopamine Receptor: qHTS; D(1A) dopamine receptor (Homo sapiens), P21728; activity change, negative = inhibition, % at 10 µM; AID 504652, 2011; 3.2% of 360,000 active; HEK293 TREx D1 cells, calcium flux, dopamine EC80; hits give low values; in the data active means activity change below about -30%; further: on the % scale 0 is the no-effect control and ±100 the full control effect
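Antagonism measured as reduced calcium response to an EC80 dopamine addition following 180 s compound pre-read; cells were inducible HEK293 Trex D1 plated overnight at 30 C, read kinetically at 1 cycle/sec.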
D2 PAM – HTS Assay for Positive Allosteric Modulators of the Human D2 Dopamine Receptor: Primary Screen for Potentiators. D(2) dopamine receptor (Homo sapiens), P14416. HEK293 T-REx D2, calcium flux, EC20 dopamine potentiation. potentiation, % at 10 µM. 0.34% of 340,000 active;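 active means potentiation over 3 SD above the plate norm, cut at about 30% in these data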; further: 0% is about no effect
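Using a no-wash calcium dye in inducible, force-coupled HEK293 Trex cells expressing D2, we tracked fluorescence each second for 180 s after compound, then for 180 s after EC20 dopamine to detect augmented signalling.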
D1 PAM – Potentiators of Human D1 Dopamine Receptor: qHTS. 0.036% of 360,000 active. HEK293 TREx D1 cells, calcium flux, dopamine EC20 potentiation. potentiation, % at 10 µM; in the data active means potentiation above about 30%; further: 0% is about no effect
Active calls of the source: *; x = not tested or not shown; & = joins results of further samples. Unless noted, no stated cut-off is given here; in the data, active means activation above about 30%; inactive means the rest.

(1) CCn1c(C)nc2cc(C(=O)NNC(=O)c3ccc(Cl)nc3)ccc21
(2) O=C(COC(=O)c1cccc(C(=O)OCC(=O)NCc2ccc(F)cc2)n1)NCc1ccc(F)cc1
(3) Cc1ccc(S(=O)(=O)Oc2ccc(/C=C3\N=C(c4cccc(C)c4)OC3=O)cc2)cc1
(4) COCc1cc(C)nc(Oc2ccccc2)c1C#N
(5) CC(NC(=O)c1ccc(=O)oc1)c1ccccc1 (stereo unspecified)
(6) CCN(CC)CCNC(=O)c1cn(CC)c2ccc(S(=O)(=O)N3CCc4ccccc4C3)cc2c1=O
(7) CC(=O)Nc1ccc2c(c1)nc1n2CCOC1
(8) O=C(Cn1cc2c(n1)CCCC2)NCc1cccnc1
assay / entry	1	2	3	4	5	6	7	8
TRHR PAM	29	4	-2	0	4	-2&27	1	-7
TRHR ag	0.0	-0.1	0.1	-1.3	0.1	0.2&0.0	-0.1	0.1
D2 agonist	-0.2	-0.2	0.3	-0.4	0.8	0.2&-0.8	0.1	-2.3
D2 antag	-7	-4	8	-4	-1	-1	-8	3
RXFP1 antagonist	-8	-10	-1	0	-17	-5	6	-22
D1 ag	8	1	2	2	1	0&0	2	4
D1 antagonist	9	1	1	-9	-34*	12&-22	6	-9
D2 PAM	1	0	-2	9	0	-13&-7	-5	8
D1 PAM	1	-5	0	5	-8	-8&6	0	6

(9) O=C1CCC(Cc2ccccc2)N1 (stereo unspecified)
(10) Cc1c(C(C)(C)O)[nH]c2cc(C(F)(F)F)ccc12
(11) CC(C)CNC(=O)CC(c1ccccc1)c1c(O)ccc2ccccc12 (stereo unspecified)
(12) O=C(CS(=O)(=O)c1cccc2nsnc12)NCc1ccccc1Cl
(13) C=CCn1c(C)cc(-c2csc(NC(=O)C3=COCCO3)n2)c1C
(14) O=C(Cn1ncc2c(=O)oc3ccccc3c21)N1CCN(C(=O)c2ccco2)CC1
(15) COc1ccc(OC)c(S(=O)(=O)NCCc2csc3nc(-c4ccccc4)nn23)c1
(16) Cc1ccc(NS(=O)(=O)c2ccc(C(=O)OCC(=O)Nc3cc(C)on3)cc2)cc1
assay / entry	9	10	11	12	13	14	15	16
TRHR PAM	17	2	-3	0	59*	-4	2	0
TRHR ag	0.2	0.5	-0.1	0.3	0.3	0.0	-0.1	1.1
D2 agonist	-2.3	0.9	-0.8	-8.7	0.4	-0.2	0.6	4.1
D2 antag	-17	2	-11	x	9	2	x	-4
RXFP1 antagonist	19	x	-9	x	-16	3	-23	6
D1 ag	3	12	2	0	2	4	3	44*
D1 antagonist	10	5	-5	-5	19	-5	x	-6
D2 PAM	-25	-7	6	13	-5	0	x	1
D1 PAM	-5	1	-6	4	-8	-3	-3	0

(17) CC(=O)N1N=C(c2cccc(NS(=O)(=O)c3ccc(C)cc3)c2)CC1c1ccco1 (stereo unspecified)
(18) COCCNC(=O)C(=O)NCC(c1cccnc1)N1CCN(c2ccccc2F)CC1 (stereo unspecified)
(19) Cc1cc(C)cc(NC(=O)CN2CCC(NC(=O)c3cccc(F)c3)CC2)c1
(20) O=C(NC1CCCCC1)C(c1ccncc1)N(C(=O)c1ccco1)c1ccc(F)cc1 (stereo unspecified)
(21) O=C(NC1CCN(Cc2ccccc2)CC1)c1ccccc1Cl
(22) O=C(O)c1cccc(S(=O)(=O)Nc2ccccc2C(=O)NCCc2ccccc2)c1
(23) O=C1N/C(=N\c2ccccn2)SC1Cc1ccccc1Cl (stereo unspecified)
(24) Cc1ccc(CC(=O)N2CCN(c3ccc([N+](=O)[O-])cc3)CC2)cc1
assay / entry	17	18	19	20	21	22	23	24
TRHR PAM	3	-6	-1	-3	-4	-1	4	3
TRHR ag	0.1	-0.2	1.2	-0.2	0.1	0.6	0.6	0.1
D2 agonist	-0.1	0.9	-3.5	-0.9	-1.1	0.2	1.5	0.3
D2 antag	6	x	8	-11	9	1	-4	-11
RXFP1 antagonist	6	-25	-4	-13	0	2	-3	-21
D1 ag	12	-1	1	1	-1	1	3	10
D1 antagonist	-14	16	-8	-2	12	4	-3	-42*
D2 PAM	-18	0	-10	-9	-19	3	-1	10
D1 PAM	-4	-3	1	-4	-9	-4	-5	-8

(25) CC(=O)OCC1OC(Nc2cccc(C)c2)C(OC(C)=O)C(OC(C)=O)C1OC(C)=O (stereo unspecified)
(26) CCOc1ccc(C2C(C(=O)Nc3ccc(OC)cc3)=C(C)Nc3nc(CCCO)nn32)cc1 (stereo unspecified)
(27) Cc1onc(-c2ccccc2Cl)c1C(=O)NCC(=O)O
(28) COc1ccccc1NC(=S)NN1CCN(C)CC1
(29) O=C1c2ccccc2CN1CCSC(=S)N1CCOCC1
(30) c1ccc(Cn2nnc3c(N4CCCCCC4)ncnc32)cc1
(31) CCCCn1c(N)c(N(CC(C)C)C(=O)c2cc(C)oc2C)c(=O)[nH]c1=O
(32) COc1ccc(-c2c(C#N)c(SCC(=O)Nc3ccc(C)cc3)nc(C)c2C(=O)Nc2ccccc2)cc1
assay / entry	25	26	27	28	29	30	31	32
TRHR PAM	1	-2	1	1	-6	-1	-1	11
TRHR ag	0.5	0.2	0.8	0.0	-0.6	-0.3	0.8	1.8
D2 agonist	0.4	0.3	-0.6	-0.3	0.1	-0.5	0.5	0.6
D2 antag	-11	x	7	5	12	9	4	x
RXFP1 antagonist	x	-2	3	4	-3	x	-22	x
D1 ag	1	3	3	1	0	-2	2	6
D1 antagonist	4	6	31	-3	3	15	6	-3
D2 PAM	-1	9	13	0	-2	5	-8	-5
D1 PAM	-3	-1	-7	4	-5	8	-11	-1

(33) CCCNC(=O)NC1C(NC(=O)NCCC)N(C)C(=O)N1C (stereo unspecified)
(34) O=C1N/C(=N\N=C\c2cccs2)SC1Cc1cccc(Cl)c1Cl (stereo unspecified)
(35) O=C(Nc1cc(F)ccc1F)c1cc2nc(-c3ccco3)cc(C(F)(F)Cl)n2n1
(36) O=C(c1cccs1)N1CCN=C1SCc1ccc(F)cc1
(37) Cc1onc(-c2ccccc2Cl)c1C(=O)N1CCc2ccccc2C1
(38) Cc1cc(NS(=O)(=O)c2ccc3oc(=O)c4ncn(C)c4c3c2)ccc1Br
(39) CC(NC(=O)C(=O)N1CCCCC1)C(c1cccs1)N1CCN(C)CC1 (stereo unspecified)
(40) CCCCN=C1NC(=O)C(CC(=O)NCCc2ccc(OC)cc2)S1 (stereo unspecified)
assay / entry	33	34	35	36	37	38	39	40
TRHR PAM	-8	-4	-7	2	6	-12	4	0
TRHR ag	-0.2	0.6	0.9	0.0	-0.4	0.1	1.0	-1.2
D2 agonist	-0.6	1.3	-0.3	-0.4	0.0	-0.1	x	-2.1
D2 antag	-17	8	x	-7	4	x	x	-4
RXFP1 antagonist	6	-2	-2	9	-2	-22	34	7
D1 ag	5	2	3	2	0	-1	6	6
D1 antagonist	10	-22	-13	-16	26	-1	15	0
D2 PAM	3	-10	13	-2	7	-1	x	1
D1 PAM	-2	-10	-1	-5	-6	-6	-3	1

(41) CCOC(=O)c1ccc(N2C(=O)c3n[nH]c(-c4ccco4)c3C2c2cccc(OC)c2)cc1 (stereo unspecified)
(42) Cn1cnc(S(=O)(=O)Nc2ccc3c(c2)OCCO3)c1
(43) CNc1cc(-n2nc(C)cc2-c2ccccc2)ncn1
(44) Cc1cccc(OCCCC(=O)Nc2ccc(N3CCCCC3)cc2)c1C
(45) O=C(CN1C(=O)NC2(CCSC2)C1=O)NCc1ccccc1 (stereo unspecified)
(46) COCCn1cc(C(=O)N2CCC(C)CC2)c2c3ccccc3n(C)c2c1=O
(47) Cc1ccc(OCC(=O)Nc2ccc(Cl)cc2)c(-n2nc3ccccc3n2)c1
(48) Cc1cccc(NC(=O)c2ccc3nccnc3c2)c1C
(49) CNC(=O)C(C)NS(=O)(=O)c1ccc(F)cc1 (stereo unspecified)
(50) CN(CC(=O)Nc1ccccc1Br)C(=O)c1cccnc1Nc1cccc(C(F)(F)F)c1
assay / entry	41	42	43	44	45	46	47	48	49	50
TRHR PAM	12	-2	-1	4	4	5	-1	-4	0	-21
TRHR ag	1.7	0.2	0.3	-0.3	0.3	-0.7	0.8	0.3	0.3	1.2
D2 agonist	0.5	0.3	1.0	0.2	0.4	-0.3	0.3	0.0	0.2	2.6
D2 antag	x	-1	-11	1	-17	10	6	1	0	22
RXFP1 antagonist	x	-9	0	-20	1	0	-19	-37	11	0
D1 ag	1	2	1	2	1	2	2	3	2	3
D1 antagonist	11	6	-3	1	6	-6	-30	-9	-7	-9
D2 PAM	22	4	-3	10	6	-3	-3	-12	3	6
D1 PAM	8	-2	-8	-4	1	-6	-7	-7	-8	-5
